# Screens from PubChem BioAssay.
# STK33 inh: human STK33 kinase inhibition. purified STK33, MBP phosphorylation, ADP-Glo luminescence. hit rate 0.073% among 320,000. AID 2661. inhibition, % at 10 µM;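 active = inhibition at or above 25%, using the most active replicate where run in duplicate; inactive = inhibition below 25%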
# Target sequence (Q9BYT3 whole entry, looked up): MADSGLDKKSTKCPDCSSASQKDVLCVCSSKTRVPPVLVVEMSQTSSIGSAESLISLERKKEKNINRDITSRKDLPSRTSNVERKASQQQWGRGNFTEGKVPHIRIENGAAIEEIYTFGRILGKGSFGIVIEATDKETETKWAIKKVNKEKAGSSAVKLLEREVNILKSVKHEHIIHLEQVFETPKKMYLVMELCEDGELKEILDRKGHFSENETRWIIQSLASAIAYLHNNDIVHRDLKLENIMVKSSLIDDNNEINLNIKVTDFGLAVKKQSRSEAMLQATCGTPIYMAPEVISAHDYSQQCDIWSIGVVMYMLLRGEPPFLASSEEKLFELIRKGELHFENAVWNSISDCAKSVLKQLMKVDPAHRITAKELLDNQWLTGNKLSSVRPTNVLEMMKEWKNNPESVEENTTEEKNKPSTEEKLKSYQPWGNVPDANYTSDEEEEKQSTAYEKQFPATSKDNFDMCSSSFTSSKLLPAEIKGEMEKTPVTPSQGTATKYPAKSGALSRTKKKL
# OX1R FRET antag: OX1R (human) antagonism | O43613 | OX1R-expressing cells, FRET antagonist read-out | inhibition, % at 6.6 µM | hit rate 1.8% among 330,000; in the data active = inhibition mostly above about 38%, no sharp cut-off; inactive = mostly below about 40%;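 note: 0% = agonist challenge alone and 100% = reference antagonist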
# Target sequence (O43613 whole entry, looked up): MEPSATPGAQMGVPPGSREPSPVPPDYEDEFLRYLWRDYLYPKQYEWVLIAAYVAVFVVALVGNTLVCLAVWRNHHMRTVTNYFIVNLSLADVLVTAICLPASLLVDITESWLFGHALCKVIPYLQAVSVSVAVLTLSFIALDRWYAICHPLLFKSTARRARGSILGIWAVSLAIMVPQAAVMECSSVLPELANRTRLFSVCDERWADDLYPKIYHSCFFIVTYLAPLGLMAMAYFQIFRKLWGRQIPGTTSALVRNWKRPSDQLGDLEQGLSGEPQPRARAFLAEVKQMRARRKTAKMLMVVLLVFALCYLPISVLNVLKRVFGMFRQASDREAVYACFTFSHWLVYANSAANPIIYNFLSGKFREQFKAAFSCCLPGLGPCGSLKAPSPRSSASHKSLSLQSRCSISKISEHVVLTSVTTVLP
# KCNQ2 block: KCNQ2 channel blockers in CHO-K1 cells – cell-based, FluxOR thallium flux, B-score, primary screen (AID 2156) | O88943 | 20 min; active compounds read low | B-score at 10 µM | hit rate 1.1% among 310,000;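 active = fluorescence ratio B-score at most minus 3 library SDs, with starting brightness B-score within 2 library SDs, cut at about -5.5 in these data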
# * = called active by the depositor; i = inactive; . = not tested or not shown.
SMILES,STK33 inh,OX1R FRET antag,KCNQ2 block
N#CCCN(Cc1ccccc1)C(=O)Nc1ccccc1,-0.4,-1.0,i
CCCCC(=O)Nc1cc(-c2nc3ncccc3o2)ccc1C,-1.1,-0.7,i
C=CCOc1ccc(/C=C/C(=O)OCC(=O)N(C)CC(=O)Nc2ccc(F)cc2)cc1,-1.1,13.2,i
CCN(CC)S(=O)(=O)c1cccc(-c2nnc(SCC(N)=O)n2CCc2ccccc2)c1,-0.1,7.5,i
O=C(/C=C/c1ccccc1)NNC(=O)c1cccc(Cl)c1,0.4,7.7,i
C=CCN1C2CCCC1CC(NC(=S)Nc1cccc(OC)c1)C2 (stereo not drawn),-1.9,19.1,i
Cc1ccc(S(=O)(=O)CC(=O)N2CCCC2)cc1,-0.1,8.6,i
CC1(C)Cc2c(sc3c2c(=N)n(Cc2ccco2)c(=O)n3Cc2ccc(Cl)cc2)CO1,2.6,12.9,i
COc1ccc(-c2cc3c(=O)n(CC(=O)NCCCN4CCC(Cc5ccccc5)CC4)ncn3n2)cc1,0.2,17.9,i
O=C(Nc1ccc(O)cc1)c1ccc(C(=O)c2ccccc2)o1,0.5,31.7,i
Cc1ccc(NC(=S)NCc2ccccc2Cl)c(C)c1,-0.3,20.0,i
CSCCC(Nc1ccc(S(=O)(=O)N2CCOCC2)cc1[N+](=O)[O-])C(=O)OCC(=O)N(C(C)C)C(C)C (stereo not drawn),-0.1,11.0,i
CC(/C=C/c1ccc(N(C)C)cc1)=N\N=C1\NC(=O)CC(C(=O)Nc2ccccc2)S1 (stereo not drawn),-0.5,5.3,i
O=C(COC(=O)Cc1ccc(S(=O)(=O)N2CCOCC2)s1)NCCc1ccccc1,-3.0,8.4,i
Nc1ccc(S(=O)(=O)c2ccccc2)nc1,0.7,15.9,i
O=C(Nc1ccc(Cl)cn1)c1ccccc1F,-0.1,17.0,i
CC(C)CCNC(=O)c1ccc(Cl)c(N)c1,-1.8,27.3,i
Cc1ccc(S(=O)(=O)N=Nc2c(O)[nH]c3ccccc23)cc1,-0.8,6.9,i
O=C(NCc1ccccc1Cl)c1ccncc1,0.9,7.7,i
Cc1cccc(OCC(=O)N(Cc2ccccc2)c2c(N)n(Cc3ccccc3)c(=O)[nH]c2=O)c1,-0.7,9.9,.

# Reformatted: entries from further up
STK33 inh	OX1R FRET antag	KCNQ2 block	SMILES
-1.8	27.3	i	CC(C)CCNC(=O)c1ccc(Cl)c(N)c1
-0.8	6.9	i	Cc1ccc(S(=O)(=O)N=Nc2c(O)[nH]c3ccccc23)cc1

# (list continues)
SMILES,STK33 inh,OX1R FRET antag,KCNQ2 block
O=C(NCC1CCCO1)c1ccc[nH]1 (stereo not drawn),-1.2,-11.4,i
Cc1ccc(S(=O)(=O)c2cc(C#N)c(=O)[nH]c2N)cc1,-0.7,10.4,i
CC1=NN(C(C#N)c2ccc(F)cc2)C(C)(C)C1 (stereo not drawn),1.0,8.7,i
S=c1[nH]cnc2scc(-c3ccccc3)c12,-0.7,2.1,i
COC(=O)c1ccc(C23CC4(C2)[C@H](CN(CC2CCCCC2)[C@@H]4c2ccccc2)C3c2ccc(C(F)(F)F)cc2)cc1 (stereo partly drawn),0.2,24.9,i
O=C(N/C(=C\c1ccc([N+](=O)[O-])cc1)C(=O)N1CCCCC1)c1ccc(Br)o1,-0.7,23.9,i
COc1ccccc1OCCCC(=O)Nc1nccs1,-2.0,9.6,i
CC1CCCC(NC(=O)COC(=O)CN2C(=O)C3CCCCC3C2=O)C1C (stereo not drawn),0.0,7.5,i
Cc1ccc(C)c(NC(=O)Cc2nc(CNCC(C)C)cs2)c1,-1.5,9.4,i
Cc1ccc2c(c1)C(=O)CC(O)(C(F)F)O2 (stereo not drawn),0.3,7.5,i
CS(=O)(=O)c1ccc(Cl)c(NC(=O)Cc2c(Cl)cccc2Cl)c1,-0.7,12.3,i
O=C(c1ccccc1)N1CCN(C(=O)c2ccccc2Br)CC1,-2.9,5.3,i
N#CC1(NC(=O)COc2ccc(S(=O)(=O)N3CCCC3)cc2[N+](=O)[O-])CCCCC1,0.0,8.4,i
CCCn1c(SCC(=O)NCc2ccc(OC)cc2)n[nH]c1=O,-0.9,22.2,i
Cc1ccc(-c2cc(-c3cccs3)[nH]n2)c(O)c1,-1.1,19.5,i
O=C(NCc1ccccc1F)c1ccc2ccccc2n1,0.2,23.1,i
CC(NC(=O)CSc1nnc2n1CCCCC2)c1ccccc1Cl (stereo not drawn),-2.4,6.5,.
O=C(CCCn1c(SCC(=O)Nc2ccccc2C(F)(F)F)nc2ccccc2c1=O)NCC1CCCO1 (stereo not drawn),-1.3,11.8,i
O=c1cc(CN2CCCCCC2)nc2sccn12,-0.2,8.8,i
COc1cc2c(cc1OC)C(C(=O)NCCN1CCOCC1)C1c3ccccc3CCN1C2=O (stereo not drawn),-1.0,-8.5,i
CC(Oc1ccc(C(C)(C)C)cc1)C(=O)NC1CC(C)(C)NC(C)(C)C1 (stereo not drawn),-0.9,6.7,i
O=C(O)/C=C/c1ccc(S(=O)(=O)N(CCO)CCO)cc1,-0.2,16.5,i
CCOC(=O)c1c(C)[nH]c(C(=O)CN2C(=O)C(=O)N(CC(C)C)C2=O)c1C,0.7,1.4,i
CCN(CC)CCCNC(=S)N1CCn2c(nc3ccccc32)C1,-0.3,8.7,i
COc1ccc(S(=O)(=O)N(C)CC(=O)NC2CCCCC2)cc1Cl,-0.3,10.7,i
CC(=O)Nc1ccc(/C=N/NC(=O)c2cc(-c3ccco3)nc3ccccc23)cc1,-1.2,31.8,i
Cc1[nH]nc2c1C(c1cccs1)C1=C(CC(C)(C)CC1=O)N2 (stereo not drawn),0.5,7.5,i
COc1cc(-c2nc3ccc(N4CCN(C)CC4)cc3[nH]2)cc(OC)c1OC,-0.6,9.3,i
COc1ccc(/C=C/C(=O)OCC(=O)N2CCCC2)c(OC)c1,-0.6,8.6,.
Cc1ccc(CN2C(=O)CSC2c2ccccc2F)cc1 (stereo not drawn),-0.3,6.7,i
CCn1c(SCC(=O)Nc2ccc(F)cc2)nnc1-c1cnccn1,-0.6,3.9,i
CS(=O)(=O)NNC(=O)c1csc(Cc2c(Cl)sc3ccc(Cl)cc23)n1,-0.4,11.8,i
CC1CN(C(=O)CSc2nnc(-c3ccncc3)n2-c2ccccc2)CC(C)O1 (stereo not drawn),-1.0,-7.1,i
O=C(Nc1ccc(CN2CCOCC2)cc1)c1cccc(F)c1,-0.3,7.3,i
CC(=O)N1CCc2cc(S(=O)(=O)NC3CCCc4ccccc43)ccc21 (stereo not drawn),-0.9,43.9,.
CCC(C)NC(=O)c1cc(-c2cccs2)nc2ccccc12 (stereo not drawn),-1.7,7.8,i
COc1ccc(C2=Nn3c([n+](C)c4ccccc43)SC2)cc1,0.5,41.8*,i
O=C(OCC1CC(c2ccccc2Cl)=NO1)c1ccc(Br)cc1 (stereo not drawn),-0.8,8.8,i
CCOc1ccc2nc(NC(=O)C3CSC4(C)CCC(=O)N34)sc2c1 (stereo not drawn),1.7,6.6,.
c1ccc2c(c1)CCCN2c1nc(N2CCOCC2)nc(N2CCOCC2)n1,1.4,6.5,i
Cc1ccnc(Nc2nc(-c3ccc(Cl)cc3)cs2)c1,-1.4,32.5,i
CC(=O)c1ccc(NC(=O)COC(=O)C2CC3C=CC2C3)cc1 (stereo not drawn),-0.7,4.8,.
COCCN(C(=O)c1ccco1)c1nc(-c2ccccc2)cs1,0.5,7.2,i
Cc1cccc(-c2c(NC(=O)c3ccco3)oc3ccc(Cl)cc3c2=O)c1,1.3,16.4,i
CCOc1ccc(NC(=S)N2CCN(S(=O)(=O)c3ccc(OC)cc3)CC2)cc1,-1.2,.,i
COc1cnc(-c2ccccn2)nc1Oc1ccccc1Cl,-2.7,-0.3,i
Cc1cc(C)c(C(=O)CSc2n[nH]c(-c3ccncc3)n2)c(C)c1,-0.7,41.3,i
Nn1c(SCC(=O)Nc2cccc(F)c2)nnc1C1CCCCC1,-3.1,7.0,i
Cc1ccc([N+](=O)[O-])cc1S(=O)(=O)NCC1COc2ccccc2O1 (stereo not drawn),-1.3,21.6,i
COc1ccc(NC(=O)c2ccco2)cc1S(=O)(=O)N1CCOCC1,1.1,21.3,i
CCOc1ccc(NC(=O)CN(c2cc(C)cc(C)c2)S(=O)(=O)c2c(C)noc2C)cc1,0.1,4.7,i
COc1ccc(C(CC(=O)O)NC(=O)COc2ccccc2)cc1 (stereo not drawn),-1.5,9.7,i
O=C1Nc2ccc(F)cc2C12Nc1ccccc1-c1nnc(SCc3ccccc3Cl)nc1O2 (stereo not drawn),-0.2,15.0,i
Cc1nc(N2CCN(c3ccc(Cl)cc3)CC2)[nH]c(=O)c1C,-1.2,17.1,i
CC/C(=N\NC(=O)c1ccccc1Cl)c1ccc(Br)s1,-1.1,16.6,i
CC12CN3CC(C)(CN(C1)C3c1ccc(Cl)cc1Cl)C2O (stereo not drawn),3.0,0.9,i
CCOC(=O)c1[nH]c(C)c(C(=O)N2CCCC(Nc3ccc(C)c(C)c3)C2)c1C (stereo not drawn),-0.6,8.2,i
N#Cc1c(N2CCCCC2)nc(N)c2c(N)nc3c(c12)CC(CCl)O3 (stereo not drawn),1.3,7.4,i
COC(=O)c1ccccc1NC(=O)CSc1ccccc1,0.0,10.1,i
Cc1cccc(-c2nc3c(s2)CCc2onc(-c4ccc(Br)cc4)c2-3)c1,-1.3,26.5,i

# (next part)
SMILES,STK33 inh,OX1R FRET antag,KCNQ2 block
CC(=O)N(c1ccc(Br)cc1)C1C=CS(=O)(=O)C1 (stereo not drawn),-0.3,11.4,i
O=C1c2ccccc2C(=O)N1CC(O)Cn1nnc2ccccc21 (stereo not drawn),0.6,7.8,i
O=C1c2ccccc2C(Nc2ccc(S(=O)(=O)N3CCCCC3)cc2)N1Cc1ccco1 (stereo not drawn),-0.5,7.1,i
CCOC(=O)C1CCN(C(=O)Nc2c(-c3ccccc3)noc2C)CC1,1.2,-0.4,i
O=c1cc(O)n(-c2ccccc2F)c(=S)[nH]1,-1.1,-2.9,i
COc1ccc(C(=O)O/N=C(/C)c2cccs2)cc1,46.5*,14.7,i
CN1CCCN(Cc2cccc3ccccc23)CC1,0.2,19.1,i
COCCNC(=O)c1cc(-c2ccccc2)nn1Cc1cc(C)no1,-0.5,2.0,.
O=S(=O)(NCc1ccccn1)c1ccc(Br)s1,-0.5,9.3,i
O=C(O)c1cc(NC(=O)c2ccc3c(c2)C(=O)N(Cc2ccccc2)C3=O)cc(C(=O)O)c1,-0.9,22.2,i
O=C(CN1N=C(c2ccccc2)CCC1=O)NCc1ccccc1,-1.0,6.6,i
CN(C)CCn1ccc(O)c(Cc2ccc(Cl)cc2)c1=O,-1.0,2.0,i
CCn1c(=O)[nH]c2cc(C(=O)Nc3cc(C)cc(C)c3)ccc2c1=O,-0.2,4.8,i
COC(=O)c1ccc(C2C(C#N)=C(N)Oc3cc(N)ccc32)cc1 (stereo not drawn),-4.0,8.9,i
CCc1c(O)nc2sc3ccccc3n2c1=O,-0.4,21.5,i
CCOc1ccc(NS(=O)(=O)c2ccc(C(=O)N(C)CC(=O)Nc3ccc(OC)cc3)cc2)cc1,-0.1,20.0,i
COc1ccc2c(=O)c(C(=O)NCCc3ccccc3)c[nH]c2c1,-0.6,28.2,i
Cc1cc(C)c2nc(SCC(=O)NCC3CCCO3)c(C#N)cc2c1 (stereo not drawn),-1.6,19.2,i
NS(=O)(=O)c1cccc(NC(=O)CN2CCC(Cc3ccccc3)CC2)c1,-0.9,14.6,i
O=C(CNC(=O)c1n[nH]c2ccccc12)Nc1cc(Cl)ccc1Cl,1.6,11.3,.
O=[N+]([O-])c1cc(C(F)(F)F)ccc1N1CCN(CCO)CC1,-1.0,6.4,i
COc1ccc2cc(/C=N/NC(=O)CSCc3ccc([N+](=O)[O-])cc3)c(Cl)nc2c1,-1.1,37.5,i
Cc1cc(C(=O)OCC(=O)N(CC(C)C)c2c(N)n(Cc3ccccc3)c(=O)[nH]c2=O)c2ccccc2n1,-1.1,7.5,i
O=C(NCc1ccc(N2CCCC2=O)cc1)c1cn(Cc2ccccc2)nn1,-1.7,16.7,i
Cc1ccnc(NS(=O)(=O)c2ccc(NC(=O)c3cc(-c4ccccc4)nc4ccccc34)cc2)n1,-1.1,11.1,i
C=CCN1C(=O)c2ccc(C(=O)N3CCN(S(=O)(=O)c4cc(C)ccc4C)CC3)cc2C1=O,.,1.6,i
COc1c(-c2ccccc2)oc2c(ccc3occc32)c1=O,4.6,20.3,.
CCOc1ccccc1NC(=S)Nn1cnnc1,-0.4,25.5,i
NS(=O)(=O)c1ccc2c(c1)oc(=O)c1cc(S(N)(=O)=O)ccc12,0.1,17.7,i

# Some of these compounds in order of molecular weight, low to high:
SMILES,STK33 inh,OX1R FRET antag,KCNQ2 block
CN(C)CCn1ccc(O)c(Cc2ccc(Cl)cc2)c1=O,-1.0,2.0,i
O=[N+]([O-])c1cc(C(F)(F)F)ccc1N1CCN(CCO)CC1,-1.0,6.4,i
O=C(CN1N=C(c2ccccc2)CCC1=O)NCc1ccccc1,-1.0,6.6,i
O=C(OCC1CC(c2ccccc2Cl)=NO1)c1ccc(Br)cc1 (stereo not drawn),-0.8,8.8,i
O=C(N/C(=C\c1ccc([N+](=O)[O-])cc1)C(=O)N1CCCCC1)c1ccc(Br)o1,-0.7,23.9,i

# Some of the entries above, set out differently.
smiles | STK33 inh | OX1R FRET antag | KCNQ2 block
C=CCN1C(=O)c2ccc(C(=O)N3CCN(S(=O)(=O)c4cc(C)ccc4C)CC3)cc2C1=O | . | 1.6 | i
COc1c(-c2ccccc2)oc2c(ccc3occc32)c1=O | 4.6 | 20.3 | .

# Rows are unselected; any-hit rate near 2.7%.
